High-throughput results from PubChem BioAssay.
Hep lipid drop: inhibitors of hepatocyte lipid droplet formation, primary screen, imaging, high-throughput imaging, BODIPY stain | AML12 mouse hepatocytes, oleate lipid droplets | inhibition, % at 6.5 µM | 240,000 compounds, 0.4% hits | AID 1656, 2009;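 active means lipid droplet intensity inhibited by at least 50%, with more than 500 cells counted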
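Assay system: AML12 mouse liver cells | Compound dosing: One dose, 6.5 µM compound | Read-out basis: Droplet intensity reduction, % inhibition | Measured by: Fluorescence imaging, 20x objective, two fields per well | Schedule: Overnight treatment with compound plus oleate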
Autophagy HCS: autophagy modulators in MEF cells, primary screen, imaging, high-content, MEF GFP-LC3; MEF GFP-LC3 puncta imaging; test concentration mostly 10 µM; calls only at 10 µM (by protocol); 190,000 compounds, 0.98% hits; AID 463193, 2010;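 active means percentage of spot-positive cells more than 3 SD above its plate mean, without a fluorescence outlier flag or 80% toxicity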;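 further: spot-positive cell cutoff set from DMSO-treated cells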
Dynein transport: inhibitors of GR-EGFP nuclear translocation, primary screen, dynein cargo transport inhibitor project, imaging, high-content, 3617.4 mouse cells | test concentration mostly 20 µM; stimulated with dexamethasone, 1 µM; active compounds read low | z-score, hits read low | 220,000 compounds, 0.47% hits | AID 1381, 2008;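 active means plate z-score of nuclear minus cytoplasmic receptor signal below a set negative limit, without overly bright fluorescence or cell loss, cut at about -3.5 in these data, passing the limit was not always enough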;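 further: z-score of nuclear minus cytoplasmic ring GR-EGFP intensity difference per well; some compounds called inactive have numbers as strong as hits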
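Schedule: 48 h induction, then 1 h compound, then 30 min agonist, 37 °C. Buffer or medium: tetracycline-free induction medium containing charcoal-stripped FBS. Reagent: 1.0 µM final dexamethasone stimulus. Evaluation: nuclear versus cytoplasmic GR-EGFP signal, averaged per well. Signal: high-content fluorescence imaging after fixation.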
M17LAP inhibition: P. falciparum M17LAP inhibitors, primary screen, biochemical, fluorogenic H-Leu-NHMec substrate, 1536-well (AID 1619) | Leucine aminopeptidase (Plasmodium falciparum (isolate 3D7)) | recombinant M17LAP, H-Leu-NHMec fluorogenic kinetic assay; higher % means a stronger effect | inhibition, % at 30 µM; hits with a dose series show IC50 in µM | 220,000 compounds, 0.38% hits;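 active means compound inhibiting the enzyme by more than half at any dose during confirmatory dose-response retesting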;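 further: plate controls were full reaction with DMSO carrier for no effect and no enzyme background for full effect; strong numbers were not always called active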
Insulin prom up: insulin promoter activators in MIN6 cells, imaging, high-content screening, mouse beta cells; z-score at 5 µM; MIN6 insulin promoter-GFP reporter; active compounds read high; 190,000 compounds, 0.3% hits;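 active means z-score above 3 at 5 µM with at least 500 cells counted in the well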
P. falciparum M1AAP: P. falciparum M1AAP inhibitors, biochemical, fluorogenic H-Leu-NHMec substrate, 1536-well (AID 1445); Aminopeptidase N (Plasmodium falciparum (isolate 3D7)); recombinant M1AAP, H-Leu-NHMec fluorogenic kinetic assay; higher % means a stronger effect; inhibition, % at 30 µM; hits with a dose series show IC50 in µM; 220,000 compounds, 0.42% hits;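 active means primary inhibition above the hit cutoff, then over 50% inhibition at one or more dose response concentrations, cut at about 23% in these data, passing the limit was not always enough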;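 further: plate controls were DMSO full reaction for no effect and no enzyme background for full effect; strong numbers were not always called active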
MT stabilize HCS: microtubule stabilizers in HeLa cells, primary screen, imaging, high-content imaging. HeLa tubulin immunostaining HCS, 24 h; share of cells brighter than vehicle mean+2SD. % tubulin-high responders, % at 10 µM. 200,000 compounds, 0.83% hits. AID 2205, 2009;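 active means plate Z-score above 3 for both tubulin-high and condensed-nucleus cell shares, with cell loss under 80%, at 10 µM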;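 further: anti alpha tubulin signal scored within the nucleus-defined area of each cell; some results filed as inactive read as strong as hits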
ER stress rescue: rescue of cells from ER stress-induced death, primary screen, 384-well, CSM14.1, thapsigargin, ATP luminescence (AID 1222); CSM14.1 thapsigargin-induced death rescue, ATP luminescence; higher % means a stronger effect; cellular ATP content (survival), % at 20 µM; hits with a dose series show EC50 in µM; 190,000 tested, under 10 active;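 active means EC50 below 50 µM in the dose-response confirmation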;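 further: death triggered by thapsigargin at about 15 µM added after 2 h compound pretreatment; cell ATP read after overnight thapsigargin exposure of roughly 18 to 22 hours; normalized against plate controls of thapsigargin alone and 5% DMSO vehicle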
Yfh1-depleted yeast: enhancers of respiration in Yfh1-depleted yeast, dose response, Friedreich's ataxia, plus single-dose screen (AID 1465). fold induction at 50 µM, or EC50 in µM where a hit was titrated. S. cerevisiae Yfh1-off respiration, WST-1 reduction, 72 h; higher fold induction means a stronger effect. 220,000 compounds, 0.074% hits;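 active means fold induction of absorbance versus untreated yeast above a set limit, then at least 30% activation at any dose in follow-up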;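 further: activators that raise dye reduction in frataxin-depleted yeast; strong numbers were not always called active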
Dynein transport cytoplasmic EGFP: second read-out of Dynein transport, no call of its own (marks repeat the call); z-score; measured here: cytoplasmic GR-EGFP intensity; active compounds read high
Dynein transport nuclear GR-EGFP: further read-out of Dynein transport, marked with its call; z-score; measured here: nuclear GR-EGFP intensity;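 lower value marks the stronger effect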
Dynein transport cell count: also measured in Dynein transport; calls as there; z-score; measured here: cell count per field
Insulin prom up cell count: further read-out of Insulin prom up, marked with its call; cell count; measured here: cytotoxicity, nuclei count;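 total cells summed across four imaged fields per well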
Hep lipid drop cells 6.5 µM: recorded beside Hep lipid drop, whose call it bears; cell count; measured here: cell count, cytotoxicity flag;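 cells counted across two imaged fields per well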
MT stabilize HCS Hoechst-high %: recorded beside MT stabilize HCS, whose call it bears; % Hoechst-high responders; measured here: nuclear condensation Hoechst responders;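 share of cells brighter than vehicle mean plus two SD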
MT stabilize HCS cytotoxicity %: also measured in MT stabilize HCS; calls as there; toxicity, %; measured here: cytotoxicity by cell density;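 0% = mean cell density of plate MIN control wells and 100% = no cells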
Autophagy HCS cell loss 18 h: recorded beside Autophagy HCS, whose call it bears; toxicity, %; measured here: cell loss, nuclei count;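 cell loss after 18 h compound exposure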
* = called active by the depositor; i = inactive; nt = not tested or not shown; + = active, no number.

SMILES	Hep lipid drop	Hep lipid drop cells 6.5 µM	Autophagy HCS	Autophagy HCS cell loss 18 h	Dynein transport	Dynein transport cytoplasmic EGFP	Dynein transport nuclear GR-EGFP	Dynein transport cell count	M17LAP inhibition	Insulin prom up	Insulin prom up cell count	P. falciparum M1AAP	MT stabilize HCS	MT stabilize HCS Hoechst-high %	MT stabilize HCS cytotoxicity %	ER stress rescue	Yfh1-depleted yeast
CCN1CCN(C(c2ccccn2)c2c(NC(=O)c3ccccc3)sc(C)c2C)CC1 (centres undefined)	nt	nt	i	20	3.7	-0.17	2.6	-2.1	-1%	-0.98	1573	6%	2.9	2.2	6.0	1.2%	i
O=C(CSc1cccc[n+]1[O-])NCC1CCCCC1	7	707	i	-8	-0.59	-0.32	-0.11	2	0%	-0.06	1318	-1%	3.2	1.9	3.4	-1.7%	i
CCC(=O)Nc1ccc2c(c1)ncn2-c1ccccc1C	8	619	i	35	1.4	-0.25	0.24	-0.41	6%	-0.38	1499	-2%	4.1	1.1	5.9	-1.1%	i
CN=c1sc2ccccc2n1CC(O)COc1ccccc1 (centres undefined)	nt	nt	i	36	-0.76	-0.4	-0.34	1.8	9%	-0.6	1331	9%	3.8	2.0	12	4.3%	i
COc1cc(/C=N/N2CCN(C3c4ccccc4-c4ccccc43)CC2)ccc1O	4	474	i	-20	1.8	-0.17	0.59	-2.2	3%	1	1989	11%	41	15	29	2.9%	i
Cc1[nH]c2ccc(F)cc2c(=O)c1SC(F)(F)C(F)C(F)(F)F (centres undefined)	nt	nt	i	-2	-0.28	-0.2	-0.2	-0.058	0%	0.33	917	11%	1.1	1.2	10	-0.8%	i
Cc1ccc(Oc2nn[nH]n2)cc1	nt	nt	i	-2	-0.47	-0.23	-0.54	0.91	-2%	nt	nt	0%	1.3	1.4	1.9	0.2%	i
O=C(COC(=O)c1cccc(Br)c1)NCCc1ccc(F)cc1	17	624	i	4	0.36	-0.28	0.058	-0.39	-16%	0.56	1046	-1%	1.5	4.6	9.0	-3.0%	i
CCNCc1cc2cc(C)ccc2[nH]c1=O	-6	764	i	-1	-0.43	0.35	0.12	-0.2	-10%	1.1	732	7%	4.3	1.1	1.7	-0.4%	i
CCCN1C(=O)/C(=C/c2nc3ccccc3c(=O)[nH]2)c2ccccc21	8	625	i	1	0.6	-0.13	0.41	0.46	-3%	-0.22	1290	3%	3.7	1.0	1.7	1.8%	i
CCC(C)(C)C1CCC2(CC1)NC(CO)(CO)CO2 (centres undefined)	0	749	i	-6	-1.2	-0.21	-0.8	1.1	-6%	nt	nt	-4%	3.4	2.3	7.5	-1.9%	i
CC(Oc1ccccc1)C(=O)Nc1cccc(-c2nc3ccccc3[nH]2)c1 (centres undefined)	nt	nt	i	10	-0.23	-0.11	-0.18	0.004	-12%	-0.93	1254	3%	1.6	1.5	8.6	-1.8%	i
Cc1cc(C)cc(NC(=O)c2nnn(Cc3cc(C)ccc3C)c2N)c1	-1	637	nt	nt	-0.058	-0.21	0.25	-0.24	3%	-0.07	1694	-4%	3.0	3.1	9.5	nt	i
CCCNS(=O)(=O)c1ccc(OCC(=O)NCCC2=CCCCC2)cc1	-2	780	i	-5	2.4	0.53	0.8	-0.87	17%	nt	nt	7%	2.1	0.9	2.4	-0.8%	i
CCN(CC)S(=O)(=O)c1ccc(N2CCCC2)c(NC(=O)c2ccncc2)c1	-2	713	nt	nt	-0.37	-0.18	-0.14	0.16	9%	-0.56	1397	3%	nt	nt	nt	nt	i
Cc1cccc(N2CCN(C(=O)c3cc4c(=O)[nH]c5ccccc5c4n3C)CC2)c1C	nt	nt	i	-13	-0.85	-0.24	-0.44	0.98	nt	nt	nt	nt	2.7	2.2	4.3	nt	i
Oc1ccc(CN2CCCCC2)c2cccnc12	-38	732	i	14	1	-0.24	0.45	-1.1	4%	nt	nt	-24%	4.5	0.9	4.3	16%	i
O=C(CSc1cccc(C(F)(F)F)c1)Nc1cc(S(=O)(=O)N2CCCC2)ccc1Cl	-36	671	i	-2	0.12	-0.29	-0.087	0.079	16%	-0.06	1341	1%	3.0	2.2	4.3	-2.1%	i
CC1CCC(=NNc2ccc(C(F)(F)F)cc2[N+](=O)[O-])CC1 (centres undefined)	28	620	i	17	0.14	-0.14	-0.13	0.39	15%	0.02	1246	-7%	4.3	2.2	3.3	-2.1%	i
CCC(C)NC(=O)Cn1c(=O)sc2ccccc21 (centres undefined)	2	668	i	7	-0.0017	0.016	0.033	-0.87	2%	0.21	1213	1%	2.8	2.4	2.8	-1.6%	i
COc1ccc(-c2nc(C(=O)O)cs2)cc1OC	-2	680	i	-6	0.16	-0.22	-0.17	0.27	1%	0.18	1647	12%	3.9	3.0	4.2	-0.1%	i
Cc1nnsc1-c1nnc(SCC(=O)c2ccc(C#N)cc2)n1C1CC1	-10	672	nt	nt	-0.57	-0.3	-0.43	1.2	-1%	0.87	1336	4%	nt	nt	nt	nt	i
C=CCn1cccc(C(=O)Nc2cc(OC)cc(OC)c2)c1=O	nt	nt	i	-11	-0.56	-0.08	-0.56	0.53	11%	-0.57	1287	12%	1.6	2.1	3.6	-2.5%	i
COc1ccc(C)cc1S(=O)(=O)N1CCCC(C(=O)NCC2CCCO2)C1 (centres undefined)	6	757	i	4	0.68	-0.21	0.65	-0.76	-7%	-0.03	1191	2%	1.4	2.4	5.1	1.0%	i
N/C(=N\OC(=O)C1CCCCC1)c1ccncc1	3	657	i	1	-0.25	-0.29	-0.27	0.75	-8%	-0.2	1386	4%	2.8	1.4	7.9	0.1%	i
CCCNC(=O)NC(=O)COc1ccc(-c2ccc(C#N)cc2)cc1	-2	724	i	6	-0.53	-0.24	-0.56	1.2	4%	0.01	1358	2%	3.8	2.7	6.1	1.5%	i
COC(=O)C1=C(NC(=O)c2ccccc2C)CCS1	12	709	+	-13*	2.2	-0.15	0.78	-1.7	4%	0.63	1225	4%	3.3	3.1	1.9	nt	i
CCS(=O)(=O)c1ccc(S(=O)(=O)CC)s1	-9	729	i	-2	0.17	-0.24	0.46	0.084	-3%	-0.03	1176	-3%	2.0	1.7	8.9	-2.5%	i
CCCCC(=O)Nc1nnc(-c2ccco2)o1	14	713	i	17	-0.15	-0.32	-0.15	-0.079	-1%	1.5	1136	-3%	2.8	2.7	14	nt	i
CCc1nnc(NC(=O)c2ccc(COc3ccccc3)o2)s1	-9	645	i	-2	-0.56	-0.26	-0.023	0.058	9%	0.34	1261	3%	1.9	2.1	28	nt	i
CCOC(=O)C(Cc1ccc(NC(=O)/C(=C/c2ccccc2)NC(=O)c2ccccc2)cc1)N1C(=O)c2ccccc2C1=O (centres undefined)	nt	nt	i	-1	-0.62	-0.18	-0.36	0.44	-7%	-1.6	1531	8%	1.1	1.7	8.9	0.4%	i
CC(C)(C)S(=O)(=O)c1cnc(N2CCCC2)nc1N	-11	741	nt	nt	1.3	-0.18	0.48	-0.58	-2%	-0.83	1287	-3%	nt	nt	nt	nt	i
COCCN(C(=S)Nc1ccccc1C)C(C)c1cccnc1 (centres undefined)	1	715	i	1	-0.52	-0.25	-0.22	0.91	4%	0.22	1171	3%	5.5	1.6	8.4	-2.5%	i
COc1ccccc1C(=O)N/C(=C/c1ccc(Br)cc1)C(=O)NCC(=O)O	nt	nt	i	-5	-0.52	0.37	-0.083	0.31	16%	0.4	1155	1%	1.5	2.2	6.4	-0.2%	i
O=C(CN1CCN(c2ccccn2)CC1)Nc1ccc(Oc2ccccc2)cc1	nt	nt	i	-2	-0.0062	-0.0067	0.32	-0.31	-1%	nt	nt	3%	1.0	1.3	7.2	1.3%	i
Cc1cc(C)n(CC(=O)N/N=C/c2ccco2)n1	nt	nt	i	-5	-0.068	-0.18	-0.49	-0.8	-3%	0.14	1570	9%	2.3	1.6	7.4	7.0%	i
COc1ccc(CNc2nc3c(c(=O)n(Cc4ccc(F)cc4)c(=O)n3C)n2C)cc1	-2	732	i	9	-0.29	-0.23	0.065	1.1	-9%	-0.68	1174	-3%	2.4	2.0	3.2	-4.7%	i
CCN(CC)c1ccc(/C=N/Nc2ccccc2)c(O)c1	nt	nt	i	2	-0.38	-0.15	-0.58	0.038	16%	0.94	1345	22%	1.2	1.8	7.9	-1.8%	i
Cc1nnc(N/N=C/c2ccc(-c3ccccc3F)o2)n1N	-2	674	i	-3	2.7	-0.026	2	-2	15%	-0.55	1182	2%	2.7	2.8	11	-6.1%	i
COc1cccc(CC2(CO)CCCN(Cc3c(C)cc(C)cc3-n3cccn3)C2)c1 (centres undefined)	9	721	i	-16	-0.91	-0.31	-0.62	1.2	2%	-1.2	1274	1%	3.8	2.1	8.9	-1.6%	i
